Screens (PubChem BioAssay)
CRFBP-R2 agonist = agonists of human CRF-binding protein/CRF-R2 receptor complex. HEK293 CRF-R2/CRF-BP, calcium dye fluorescence (FLIPR); percent of saturating CRF peptide response. activation, % at 13.2 µM. actives 0.46% (n = 350,000). AID 588473;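 active means activation of at least 50%, plus an integration ratio under a set limit after plate pattern correction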;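 further: plate controls were neutral control wells without compound for no effect and CRF at EC100 for full effect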
MEKK2 mut-MEK5 = signal of MEK5 binding to mutant human MEKK2 PB1 domain; bead flow cytometry, Alexa488-MEK5 binding to MEKK2 mutant; percent response, % at 10 µM; actives 0.35% (n = 290,000); AID 1530; in the data active means percent response above about 24%, passing the limit was not always enough; further: inactives centre near 1; some results filed as inactive read as strong as hits
MEKK2wt PB1 HTS = raises or lowers MEK5 binding to wildtype human MEKK2 PB1 domain | Q9Y2U5 | bead flow cytometry, Alexa488-MEK5 binding to MEKK2 WT; actives lie on both sides | binding response (% of control), % at 10 µM | actives 1.1% (n = 290,000) | AID 1531; in the data active means binding response below about 67% or above about 130%
DNA FID counter = counter-screen for HCV NS3 helicase inhibitors: DNA intercalator displacement; DNA fluorescent intercalator displacement, fluorescence; inhibition, % at 7.9 µM; actives 0.17% (n = 290,000); AID 1845; in the data active means inhibition above about 37%;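 further: 0% = vehicle and 100% = reference compound; higher means more ethidium bromide displaced from hairpin DNA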
HCV NS3 hel inh = HCV NS3 helicase inhibition; actives 0.56% (n = 290,000); AID 1800; NS3 helicase DNA unwinding, Cy5 molecular beacon fluorescence; inhibition, % at 10.9 µM;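 active means inhibition above the mean of all tested compounds plus 3 SD, set per campaign, cut at about 35% in these data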;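 further: 0% = DMSO wells and 100% = thioflavine S control wells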
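assay system = NS3 helicase fragment of HCV | buffer or medium = MOPS pH 6.5, MgCl2, DTT, Tween20, BSA | timing = 60 min unwinding reaction at 25 °C after ATP addition | signal = Cy5 beacon fluorescence read at start and 1 h | read-out basis = % inhibition of unwinding | control set = low DMSO, high thioflavine S at 110 µM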
UBC9 SUMO inh = SUMOylation inhibition. HTRF SUMOylation assay, SAE1/SAE2 + UBC9, in vitro. inhibition, % at 35 µM. actives 0.36% (n = 290,000). AID 2006; in the data active means inhibition above about 50%, passing the limit was not always enough; further: strong numbers were not always called active
Target sequence (P63279 whole entry, looked up): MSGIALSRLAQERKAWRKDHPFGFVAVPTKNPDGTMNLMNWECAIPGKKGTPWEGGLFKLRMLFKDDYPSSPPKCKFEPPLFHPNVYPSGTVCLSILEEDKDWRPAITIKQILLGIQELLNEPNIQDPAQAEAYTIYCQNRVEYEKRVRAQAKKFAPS
MEKK3 PB1 HTS = MEKK3-MEK5 PB1 interaction, increase or decrease; Q99759; bead-based flow cytometry, Alexa488-MEK5 binding to MEKK3; actives lie on both sides; 0 = blocked by unlabeled MEK5, 100 = vehicle; binding response (% of control), % at 10 µM; actives 1.4% (n = 290,000);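 active means binding response more than 3 SD above or below the average of its plate-row segment, actives on both sides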;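 further: Alexa488 bead fluorescence after subtracting the streptavidin-only scavenger bead signal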
GalR3 antagonist = antagonists of human GalR3. O60755. HEK293 GalR3-CNG cAMP membrane potential fluorescence; galR3 body fused to GalR1 C-terminus. actives 0.44% (n = 360,000). inhibition, % at 3 µM;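 active means inhibition above the screen-wide average plus 3 SD, cut at about 13% in these data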;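 further: forskolin and galanin both at EC90 stimulate the cells; cAMP rise reported by CNG channel membrane potential dye signal; 0% = forskolin plus galanin with DMSO and 100% = forskolin alone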
Target sequence (O60755 1-299 limits assumed): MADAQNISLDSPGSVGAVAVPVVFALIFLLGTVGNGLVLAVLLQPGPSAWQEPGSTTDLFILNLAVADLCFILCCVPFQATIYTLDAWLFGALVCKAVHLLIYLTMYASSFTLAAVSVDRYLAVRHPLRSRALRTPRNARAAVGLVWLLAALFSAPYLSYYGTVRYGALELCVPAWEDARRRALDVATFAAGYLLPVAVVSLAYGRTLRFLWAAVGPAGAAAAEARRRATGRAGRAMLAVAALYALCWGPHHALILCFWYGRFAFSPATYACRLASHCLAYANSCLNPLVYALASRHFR
CRFBP-R2 block = antagonists of CRF-binding protein/CRF-R2 receptor complex; inhibition, % at 11.8 µM; AID 588475; HEK293 CRF-R2/CRF-BP, CRF-induced calcium fluorescence; actives 0.59% (n = 350,000);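 active means inhibition of the ligand-induced calcium signal above about 50% at the single tested concentration, limit read from the data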
Active calls of the source: *; . = not tested or not shown.

Molecule,CRFBP-R2 agonist,MEKK2 mut-MEK5,MEKK2wt PB1 HTS,DNA FID counter,HCV NS3 hel inh,UBC9 SUMO inh,MEKK3 PB1 HTS,GalR3 antagonist,CRFBP-R2 block
O=C(CN1c2cccc3cccc(c23)S1(=O)=O)NCc1ccc2c(c1)OCO2,-0.5,-3,96,-11,11,0,93,-7,28
COc1ccc(CN2CCN(C(=O)c3cccc4ccccc34)CC2)cc1Br,1.1,4,104,-29,-4,1,98,-10,-11
Cc1ccc(-c2c(C(=O)N/N=C/c3ccc4c(c3)OCO4)nnn2-c2nonc2N)cc1,0.3,2,94,-30,-17,16,98,-8,-40
COC(=O)c1ccc(Nc2nc(-c3ccncc3)nc3ccccc23)cc1,-3.0,-17,92,-6,-18,-2,92,-2,0
Cc1ccc(Cn2c(=O)c3ccccc3n3nc(C)cc23)cc1,7.4,-4,98,-3,-6,-1,100,-4,-11
O=C(C1CCN(C2CC(=O)N(c3cccc(Cl)c3)C2=O)CC1)N1CCCC1 (centres undefined),3.2,14,104,-10,11,4,108,8,-15
COCCCNC(=O)c1c(NC(=O)C2COc3ccccc3O2)sc2c1CCCC2 (centres undefined),0.6,4,98,-5,-7,15,98,-2,-12
O=C1Nc2ccccc2C1=Nc1ccc(Cl)cc1,0.4,-1,101,-3,-4,-7,100,-6,-10
COc1ccc(Nc2ccccc2)c(C)c1,0.1,4,103,2,-3,3,104,.,50*
COc1ccc(N2CCN(C(=O)c3ccc(SC)cc3OC)CC2)cc1,-2.2,16,113,-29,-4,14,106,0,12
COc1ccccc1N(C)S(=O)(=O)c1ccc(C(=O)OC(C)C(=O)NCc2ccc3c(c2)OCO3)cc1 (centres undefined),9.8,-6,87,-9,-4,11,84,-1,-9
CC1=C(C(=O)OCC(C)C)C(c2ccccc2Cl)NC(=O)N1C (centres undefined),-6.8,12,106,-24,-2,6,105,-3,8
CCCCCCCCCCS(=O)(=O)N/N=C/c1ccccc1OC,-0.1,-2,102,-15,3,-7,98,2,-20
O=C(C[C@H]1C(=O)N(c2ccc(F)c(F)c2)C[C@@H]1Cc1ccccc1)Nc1ccccc1,-0.9,0,100,-25,-5,5,102,-5,-6
CC(C)OCc1c(C(=O)Nc2nccs2)oc2ccccc12,0.3,-3,92,-21,9,4,96,-7,2
Cc1noc2ncnc(Sc3ccc(Cl)cc3)c12,-2.4,-3,96,-6,-1,14,89,-2,7
C/C(=N/NC(=O)c1ccc(-c2ccccc2)cc1)c1cc(O)cc(O)c1,-0.5,-1,96,-14,2,-1,101,-1,4
Cc1nc2ccccc2c2c1CC(C(C)(Cl)Br)O2 (centres undefined),-0.4,4,99,0,-3,24,107,8,10
COc1ccc(C(=O)/C=C/NCc2ccc(F)cc2)cc1OC,-0.4,2,106,-12,12,-23,108,3,2
COC(=O)c1ccc(N2C(=O)CC(N3CCC(O)(c4ccc(Br)cc4)CC3)C2=O)cc1 (centres undefined),0.9,0,104,-29,-6,17,98,-6,10

18 neighbouring compounds already listed:
Molecule,CRFBP-R2 agonist,MEKK2 mut-MEK5,MEKK2wt PB1 HTS,DNA FID counter,HCV NS3 hel inh,UBC9 SUMO inh,MEKK3 PB1 HTS,GalR3 antagonist,CRFBP-R2 block
COc1ccc(CN2CCN(C(=O)c3cccc4ccccc34)CC2)cc1Br,1.1,4,104,-29,-4,1,98,-10,-11
Cc1ccc(-c2c(C(=O)N/N=C/c3ccc4c(c3)OCO4)nnn2-c2nonc2N)cc1,0.3,2,94,-30,-17,16,98,-8,-40
COC(=O)c1ccc(Nc2nc(-c3ccncc3)nc3ccccc23)cc1,-3.0,-17,92,-6,-18,-2,92,-2,0
Cc1ccc(Cn2c(=O)c3ccccc3n3nc(C)cc23)cc1,7.4,-4,98,-3,-6,-1,100,-4,-11
O=C(C1CCN(C2CC(=O)N(c3cccc(Cl)c3)C2=O)CC1)N1CCCC1 (centres undefined),3.2,14,104,-10,11,4,108,8,-15
COCCCNC(=O)c1c(NC(=O)C2COc3ccccc3O2)sc2c1CCCC2 (centres undefined),0.6,4,98,-5,-7,15,98,-2,-12
O=C1Nc2ccccc2C1=Nc1ccc(Cl)cc1,0.4,-1,101,-3,-4,-7,100,-6,-10
COc1ccc(Nc2ccccc2)c(C)c1,0.1,4,103,2,-3,3,104,.,50*
COc1ccc(N2CCN(C(=O)c3ccc(SC)cc3OC)CC2)cc1,-2.2,16,113,-29,-4,14,106,0,12
COc1ccccc1N(C)S(=O)(=O)c1ccc(C(=O)OC(C)C(=O)NCc2ccc3c(c2)OCO3)cc1 (centres undefined),9.8,-6,87,-9,-4,11,84,-1,-9
CC1=C(C(=O)OCC(C)C)C(c2ccccc2Cl)NC(=O)N1C (centres undefined),-6.8,12,106,-24,-2,6,105,-3,8
CCCCCCCCCCS(=O)(=O)N/N=C/c1ccccc1OC,-0.1,-2,102,-15,3,-7,98,2,-20
O=C(C[C@H]1C(=O)N(c2ccc(F)c(F)c2)C[C@@H]1Cc1ccccc1)Nc1ccccc1,-0.9,0,100,-25,-5,5,102,-5,-6
CC(C)OCc1c(C(=O)Nc2nccs2)oc2ccccc12,0.3,-3,92,-21,9,4,96,-7,2
Cc1noc2ncnc(Sc3ccc(Cl)cc3)c12,-2.4,-3,96,-6,-1,14,89,-2,7
C/C(=N/NC(=O)c1ccc(-c2ccccc2)cc1)c1cc(O)cc(O)c1,-0.5,-1,96,-14,2,-1,101,-1,4
Cc1nc2ccccc2c2c1CC(C(C)(Cl)Br)O2 (centres undefined),-0.4,4,99,0,-3,24,107,8,10
COc1ccc(C(=O)/C=C/NCc2ccc(F)cc2)cc1OC,-0.4,2,106,-12,12,-23,108,3,2

The results go on:
Molecule,CRFBP-R2 agonist,MEKK2 mut-MEK5,MEKK2wt PB1 HTS,DNA FID counter,HCV NS3 hel inh,UBC9 SUMO inh,MEKK3 PB1 HTS,GalR3 antagonist,CRFBP-R2 block
Nn1c(SCc2cccc(Cl)c2)nnc1-c1ccncc1,-0.7,-1,103,-4,2,19,102,-6,7
O=C(CCCOc1ccc(Cl)cc1Cl)N/N=C/c1ccccc1,0.5,-1,105,-5,-13,9,125,-1,-45
CCN1CCN(c2ncnc3c2sc2nc(N4CCOCC4)c4c(c23)CCC4)CC1,-0.4,.,.,.,.,5,.,1,7
CC1CCc2nc(/C(C#N)=C/c3ccncc3)sc2C1 (centres undefined),0.0,-2,91,-5,4,32,99,-4,-14
Cn1cc(CN2CCC(CO)(CCCc3ccccc3)CC2)c(-c2ccccc2)n1,1.3,1,110,19,-24,27,103,-7,-27
CCCCn1c(=O)c(CCC(=O)O)nc2ccccc21,-4.3,-11,92,-4,6,8,94,-4,19
CCn1c(=NC(=O)COc2ccccc2)sc2cccc(F)c21,0.6,-2,101,-7,-19,-21,99,-5,1
Cn1c(=O)n(CC(=O)Nc2ccc(F)cc2)c2ccccc21,0.4,4,109,3,1,-8,105,-3,7
O=C(O)Cc1sc(Nc2ccccc2)nc1-c1cccs1,-0.4,-2,102,1,14,20,104,0,-13
O=C(NNC(=O)c1sccc1-n1cccc1)c1cccs1,1.2,-13,84,-1,1,-6,86,-5,1

2 records drawn at random from those above:
Molecule,CRFBP-R2 agonist,MEKK2 mut-MEK5,MEKK2wt PB1 HTS,DNA FID counter,HCV NS3 hel inh,UBC9 SUMO inh,MEKK3 PB1 HTS,GalR3 antagonist,CRFBP-R2 block
O=C(CN1c2cccc3cccc(c23)S1(=O)=O)NCc1ccc2c(c1)OCO2,-0.5,-3,96,-11,11,0,93,-7,28
Nn1c(SCc2cccc(Cl)c2)nnc1-c1ccncc1,-0.7,-1,103,-4,2,19,102,-6,7

(cont.)
Molecule,CRFBP-R2 agonist,MEKK2 mut-MEK5,MEKK2wt PB1 HTS,DNA FID counter,HCV NS3 hel inh,UBC9 SUMO inh,MEKK3 PB1 HTS,GalR3 antagonist,CRFBP-R2 block
Cn1cc(CC(=O)N2CCN(c3ccc(Cl)cc3)CC2)c2ccccc21,2.0,13,114,-31,0,0,111,0,-9
COc1ccc(-c2cc(C(F)(F)F)n3nc(C)cc3n2)cc1,-1.5,-4,98,-2,1,29,97,-2,11
CC1CCCC(C)N1/N=C/c1ccc(C(=O)O)cc1 (centres undefined),-0.6,-18,92,-1,3,13,85,-5,-6
COc1ccc(S(=O)(=O)N2CCCCC2)cc1C(=O)N1CCCCCC1,-0.1,1,102,-28,-3,-19,101,2,-7
COc1cc(/C=C/C(=O)OCc2cn3cc(Cl)ccc3n2)ccc1O,-1.7,7,106,-24,-5,17,102,-9,8
O=C(CSc1nc2c(sc3ccccc32)c(=O)n1CCCN1CCOCC1)NC1CCCC1,0.8,-1,102,1,-5,11,103,-4,-1
S=c1[nH]c(-c2cccs2)cn1-c1ccccc1,-0.9,3,103,-8,-1,10,104,-8,-11
CC(C)(C)OC(=O)N/N=C\c1ccc[nH]1,-0.5,-3,90,-7,6,7,97,-1,4
CC1=N/C(=C\c2ccc(OC(C)C)cc2)C(=O)N1c1ccc(C(=O)O)cc1,-0.7,1,106,-4,2,0,114,-5,17
Cc1cccc(Nc2nc(N)nc(CN3CCN(Cc4ccc5c(c4)OCO5)CC3)n2)c1,-2.9,1,109,-3,-25,8,101,-4,4
O=C(CCCn1c(=O)[nH]c2cc(Cl)ccc2c1=O)NCCCN1CCN(c2ccc(F)cc2)CC1,-1.2,-6,125,7,-37,-4,107,-3,3
Cc1onc(-c2c(Cl)cccc2Cl)c1C(=O)NCc1ccccn1,0.3,10,112,-5,5,-14,107,-4,-6
COc1cc2c(cc1OC)C(c1ccc(N(C)C)cc1)CC(=O)N2 (centres undefined),-0.8,2,102,-9,-3,-7,102,-3,-46
O=C(Nc1ccc(OCC(=O)N2CCOCC2)cc1)c1ccccc1F,-0.3,6,94,-9,2,-3,98,-6,2
CSCCC(NC(=O)c1cccc([N+](=O)[O-])c1)c1nc2ccccc2[nH]1 (centres undefined),0.4,-1,100,-1,1,-5,99,0,10
COc1cccc(NC(=O)Nc2ccc3c(c2)OCO3)c1,-0.2,7,113,-4,8,10,105,0,4
OCCC1CN(Cc2cccn2-c2nccs2)CCN1Cc1ccc(F)c(F)c1 (centres undefined),2.6,15,105,8,12,7,104,-3,-5
CCn1c(O)c(/C=C2\C=Nc3ccccc32)sc1=O,-0.8,-4,101,4,-10,7,104,-1,-16
O=C(CSCc1ccccc1Br)NNC(=S)NCc1ccco1,-1.4,9,114,-12,0,-49,109,-2,77*
COc1ccccc1-c1c(C)nn2c(N3CCCCCC3)cc(C)nc12,-1.6,-5,98,-3,-6,-7,101,0,30
CC(=O)Nc1sc2c(c1C(c1cccs1)N1CCOCC1)CCCC2 (centres undefined),-1.8,-1,99,-6,3,-10,100,-4,-4

A portion of the library; the hit share may differ from the screen's.
